Screens from PubChem BioAssay.
HTT cytoprotect: qHTS Multiplex Assay to Identify Dual Action Probes in a Cell Model of Huntington: Cytoprotection (ATP); PC12 HTT-Q103 induced, cytoprotection, ATP luminescence, 40 h; AID 1471, 2008; Potency, µM (top dose mostly 56.4 µM), inactives show cytoprotection (ATP increase), usual class: activators; 230,000 tested, 0.14% active;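 also: % of control where 0% means no effect; nearly all actives have a fitted effect of over 45% in size; toxic huntingtin expression switched on by the ecdysone agonist tebufenozide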
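Rat PC12, Q103 Htt exon1-GFP fusion, ecdysone promoter; tebufenozide inducer 100 nM final; compound titration; qHTS, 1500 cells/well; ATPlite luminescent read.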
SMN2 splice up: qHTS Assay for Enhancers of SMN2 Splice Variant Expression. HEK293 SMN2-luciferase splicing reporter, luminescence, 30-36 h. 210,000 tested, 2.8% active. Potency, µM (highest dose often 46.1 µM), for the others: top-dose activity change, positive = activation, usual class: activators; also: % of control where 0% means no effect; nearly all actives have a fitted effect of over 55% in size
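qHTS luciferase splicing reporter: luminescence rises when SMN2 exon 7 is included in transfected HEK293 cells. Compound exposure lasted 30-36 h at 37C, with 4.5 mM final sodium butyrate as control, followed by a ONE-Glo read.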
Tau fibril ThT: qHTS for Inhibitors of Tau Fibril Formation, Thioflavin T Binding | 270,000 tested, 2.1% active | recombinant tau K18 P301L, heparin-induced fibrillization, ThT fluorescence | Microtubule-associated protein tau (Homo sapiens), P10636 | AID 1460, 2008 | Potency, µM (series often up to 57.4 µM), for inactives: top-dose activity, negative = inhibition, usual class: inhibitors; also: % is scaled to controls: 0 for no effect and ±100 for the full control effect; nearly all actives have a fitted effect of over 55% in size
Target sequence (P10636 561-689 P618L limits assumed): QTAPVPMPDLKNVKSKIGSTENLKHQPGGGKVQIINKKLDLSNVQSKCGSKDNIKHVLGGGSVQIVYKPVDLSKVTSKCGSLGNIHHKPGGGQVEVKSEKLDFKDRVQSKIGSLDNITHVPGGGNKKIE
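Using a mix of unlabeled (15 uM) and Alexa 594-labeled (0.24 uM) tau K18 P301L, heparin-triggered fibrillization over 6 hr at 37 C was scored by ThT fluorescence.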
ALDH1A1 block: qHTS Assay for Inhibitors of Aldehyde Dehydrogenase 1 (ALDH1A1); Aldehyde dehydrogenase 1A1 (Homo sapiens), P00352; Purified ALDH1A1, NADH fluorescence, propionaldehyde substrate; Potency, µM (doses to about 75.3 µM), without a hit: at the top dose activity, negative = inhibition, usual class: inhibitors; 220,000 tested, 7.3% active; active = well fitted inhibition curve with a large enough effect, not every such curve was filed as active; inconclusive = small, poorly fitted or top-dose-only effect, or another doubt; inactive = no such curve, though single readings can be large or run the other way;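 also: plate controls were no enzyme wells and a reference inhibitor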
Target sequence (P00352 whole entry, looked up): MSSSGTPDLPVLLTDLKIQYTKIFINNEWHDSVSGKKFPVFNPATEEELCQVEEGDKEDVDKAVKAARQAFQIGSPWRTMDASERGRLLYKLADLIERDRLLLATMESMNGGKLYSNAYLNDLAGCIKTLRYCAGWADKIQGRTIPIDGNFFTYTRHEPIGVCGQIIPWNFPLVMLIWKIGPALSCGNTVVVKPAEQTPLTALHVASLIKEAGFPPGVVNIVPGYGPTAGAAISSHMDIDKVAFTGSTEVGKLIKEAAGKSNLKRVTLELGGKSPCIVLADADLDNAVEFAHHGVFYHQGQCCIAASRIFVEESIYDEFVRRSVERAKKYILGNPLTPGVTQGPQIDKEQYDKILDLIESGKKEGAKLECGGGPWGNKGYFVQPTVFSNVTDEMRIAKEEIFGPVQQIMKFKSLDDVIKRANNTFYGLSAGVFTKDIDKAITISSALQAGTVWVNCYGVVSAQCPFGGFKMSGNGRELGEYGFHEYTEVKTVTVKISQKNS
HTT aggregate: qHTS Multiplex Assay to Identify Dual Action Probes in a Cell Model of Huntington: Aggregate Formation (GFP) | 220,000 tested, 1.1% active | AID 1688, 2009 | Potency, µM (doses to about 46.1 µM), without a hit: at the top dose activity change, negative = inhibition, usual class: inhibitors | PC12 HttQ103-GFP aggregates, Acumen cytometry, 40 h; also: % is scaled to controls: 0 for no effect and ±100 for the full control effect; nearly all actives have a fitted effect of over 60% in size
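PC12/HTTQ103-GFP, ecdysone-inducible; teb 100 nM; cpd qHTS titration; GFP aggregates read on laser cytometer, Ex 488/Em 500-530 nm.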
Tau fibril FP: qHTS for Inhibitors of Tau Fibril Formation, Fluorescence Polarization; Microtubule-associated protein tau (Homo sapiens), P10636; K18 P301L tau heparin fibrillization, Alexa594 FP, 6 h; Potency, µM (top dose mostly 57.7 µM), for the others: top-dose activity, negative = inhibition, hits mostly inhibitors; 280,000 tested, 0.39% active; AID 1468, 2008; also: % is scaled to controls: 0 for no effect and ±100 for the full control effect; nearly all actives have a fitted effect of over 55% in size
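Quantitative HTS format: compounds meet 15 uM recombinant K18 P301L tau and Alexa 594-tau tracer in 100 mM sodium acetate pH 7; 20 uM heparin triggers fibrillization at 37 C over 6 hr; FP gives the signal.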
Tau fluor counter: Counterscreen qHTS for Inhibitors of Tau Fibril Formation, Fluorescence Polarization. tau K18 P301L Alexa594 fluorescence, heparin fibrillization. Potency, µM (top dose mostly 57.7 µM), inactives show top-dose activity change, negative = decrease. 280,000 tested, 0.93% active; also: % is scaled to controls: 0 for no effect and ±100 for the full control effect; nearly all actives have a fitted effect of over 55% in size
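Human tau K18 P301L (15 uM unlabeled, 0.24 uM Alexa 594-labeled) in 100 mM sodium acetate pH 7 with 20 uM heparin, 6 hr at 37 C. ThT 30 uM added, 1 hr ambient; Alexa 594 FP and total fluorescence read at 555/632 nm.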
KDM4E inh: qHTS Assay for Inhibitors of Human Jumonji Domain Containing 2E (JMJD2E); Potency, µM (highest dose often 57.1 µM), for the others: at the highest dose activity change, negative = inhibition, hits mostly inhibitors; 230,000 tested, 1.6% active; Lysine-specific demethylase 4E (Homo sapiens), B2RXH2; JMJD2E catalytic domain, FDH-coupled NADH fluorescence (FDH is formaldehyde dehydrogenase); AID 2147, 2009; active = well fitted inhibition curve with a large enough effect, not every such curve was filed as active; inconclusive = small, poorly fitted or top-dose-only effect, or another doubt; inactive = no such curve, though single readings can be large or run the other way;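 also: 0% = wells with enzyme and -100% = buffer wells without enzyme; nearly all actives have a fitted effect of over 50% in size; many of its hits are not listed in these tables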
Target sequence (B2RXH2 1-337 limits assumed): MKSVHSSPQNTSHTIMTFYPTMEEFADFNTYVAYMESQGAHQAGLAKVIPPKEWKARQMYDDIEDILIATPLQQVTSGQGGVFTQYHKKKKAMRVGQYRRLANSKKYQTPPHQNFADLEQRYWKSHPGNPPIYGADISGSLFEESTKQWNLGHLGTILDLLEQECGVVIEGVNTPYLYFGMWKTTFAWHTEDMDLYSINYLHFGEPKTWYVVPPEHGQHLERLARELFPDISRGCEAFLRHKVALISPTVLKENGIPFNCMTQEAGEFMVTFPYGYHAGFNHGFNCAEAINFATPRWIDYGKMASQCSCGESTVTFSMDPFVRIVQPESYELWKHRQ
Starred values were filed as active, the others as inactive; u = inconclusive; x = no result given; & = joins results of further samples; ! = a repeat was not active; [ ] = dose if it differs, or a comment. Unless noted, calls follow the shape of the dose curve; as a rule, active = well fitted curve in the direction sought with a large enough effect; inconclusive = small, poorly fitted or top-dose-only effect, or another doubt; inactive = no such curve, though single readings can be large; an effect the other way counts as inactive or inconclusive. Potency is read from the fitted curve at half-maximal effect.

SMILES	HTT cytoprotect	SMN2 splice up	Tau fibril ThT	ALDH1A1 block	HTT aggregate	Tau fibril FP	Tau fluor counter	KDM4E inh
CCCN(CCC)C(=O)[C@@H](CCC(=O)O)NC(=O)c1ccccc1	-1%[40.3 µM]	-9%[20.6 µM]	x	19%[20.9 µM]	-8%	x	x	-1%[25.5 µM]
COc1ccc(Sc2ccc(NC(=O)c3ccccc3Cl)cc2C#N)cc1	-29%	-23%	-5%	-188%	u	u	u	u
NC(=O)NC(=O)Cc1ccccc1	u	0%	-5%	-2%	11%	-6%	-9%	0%
Cc1nc2nc(NC(=O)c3cccc(Cl)c3)[nH]n2c(=O)c1Cc1ccccc1	x	1%	13%	x	x	-5%	4%	x
CCOc1ccc(NC(=S)N2CCC(C(O)(c3ccccc3)c3ccccc3)CC2)cc1	0%[10 µM]	x	-16%	-7%	1%	2%	-19%	3%
C#C[C@]1(O)CC[C@H]2[C@@H]3CCC4=CC(=O)CC[C@@H]4[C@H]3CC[C@@]21CC	-17%	x	-12%&-10%&-16%	-5%	18%	4%&5%&-1%	-17%&-3%&-15%	-11%&6%
CC[C@@]12CCCN3CCc4c(n(c5ccccc45)[C@](O)(C(=O)OC)C1)C32 (some centres not stated)	30%	-5%	2%	-6%	13%	-5%	2%	0%
NC(=O)c1ccc([N+](=O)[O-])cc1Cl	-55%[inhibitor]	-9%	-2%	-2%	7%	-7%	-5%	5%
OCC(O)CN1CCN(c2ccccc2)CC1 (configuration not stated)	u	-36%&8%	-4%&0%	-7%&7%	-2%&-1%	3%&-2%	-7%&-4%	9%&-2%
COc1ccc(-c2oc3c(CC=C(C)C)c(O[C@H]4OC(CO)C(O)C(O)C4O)cc(O)c3c(=O)c2O[C@@H]2OC(C)C(O)C(O)C2O)cc1 (some centres not stated)	-7%	-4%	-3%	5%	x	1%	-4%	u
CN(C)CCOC(=O)C(c1ccccc1)C1(O)CCCC1 (configuration not stated)	-36%	-7%&-1%	-4%&0%	4%&-8%	12%	-3%&0%	-8%&-5%	-9%&-2%
CN1CCN(c2c(F)cc3c(=O)c(C(=O)O)cn4c3c2SCC4)CC1	12%[0.074 µM]	-26%	-2%&-11%	u	-3%&-4%	-1%&3%	1%&-3%	u
O=C(O)CCCCCCCC(=O)O	u	-29%&-3%&-18%	-8%&-9%&-8%	0%&8%&-1%	-5%&-9%	13%&-4%&-2%	-5%&-10%&-7%	4%&3%&-3%
CCN(CC)CCOC(=O)C(c1ccccc1)c1ccccc1	u	-56%[inhibitor]	-12%&-3%	-2%[20.9 µM]	22%&14%	-7%&4%	-10%&-5%	-3%
CC1(C)Oc2ccc(C#N)cc2[C@@H](N2CCCC2=O)[C@@H]1O	x	-10%	-6%	11%	-18%	8%	6%	9%
COC(=O)Nc1nc2ccc(S(=O)c3ccccc3)cc2[nH]1 (configuration not stated)	-35%[inhibitor]	-9%	-5%	u	x	-1%	-11%	u
Nc1cc(=O)[nH]c(N)n1	8%	5%	-5%&-2%	13%&-4%	x	1%&-13%	4%&-10%	0%&-12%
CCC12CCCN3CCc4c(n(c5ccccc45)C(O)(C(=O)OC)C1)C32 (configuration not stated)	-3%[10 µM]	x	18µM*	x	-32%[9.22 µM]	u	u	u
CC1(C)OC2CC(=O)OC[C@@]23C1CC(=O)[C@]1(C)C3CC[C@@]2(C)C(c3ccoc3)OC(=O)C3O[C@@]321 (some centres not stated)	-4%	-6%	-3%	2%	20%	-2%	-3%	7%
C[C@@H]1[C@H](C)CC[C@@]2(C(=O)O[C@H]3O[C@@H](CO[C@H]4O[C@@H](CO)[C@@H](O[C@H]5O[C@@H](C)[C@@H](O)[C@@H](O)[C@@H]5O)[C@@H](O)[C@@H]4O)[C@@H](O)[C@@H](O)[C@@H]3O)CC[C@]3(C)C(=CC[C@H]4[C@@]5(C)C[C@@H](O)[C@@H](O)[C@](C)(CO)[C@@H]5CC[C@@]43C)[C@@H]12	-8%[40.3 µM]	12%[20.6 µM]	x	6%[20.9 µM]	x	x	x	1%[25.5 µM]

Overlap with the part before: four compounds; new compounds follow.
SMILES	HTT cytoprotect	SMN2 splice up	Tau fibril ThT	ALDH1A1 block	HTT aggregate	Tau fibril FP	Tau fluor counter	KDM4E inh
Nc1cc(=O)[nH]c(N)n1	8%	5%	-5%&-2%	13%&-4%	x	1%&-13%	4%&-10%	0%&-12%
CCC12CCCN3CCc4c(n(c5ccccc45)C(O)(C(=O)OC)C1)C32 (configuration not stated)	-3%[10 µM]	x	18µM*	x	-32%[9.22 µM]	u	u	u
CC1(C)OC2CC(=O)OC[C@@]23C1CC(=O)[C@]1(C)C3CC[C@@]2(C)C(c3ccoc3)OC(=O)C3O[C@@]321 (some centres not stated)	-4%	-6%	-3%	2%	20%	-2%	-3%	7%
C[C@@H]1[C@H](C)CC[C@@]2(C(=O)O[C@H]3O[C@@H](CO[C@H]4O[C@@H](CO)[C@@H](O[C@H]5O[C@@H](C)[C@@H](O)[C@@H](O)[C@@H]5O)[C@@H](O)[C@@H]4O)[C@@H](O)[C@@H](O)[C@@H]3O)CC[C@]3(C)C(=CC[C@H]4[C@@]5(C)C[C@@H](O)[C@@H](O)[C@](C)(CO)[C@@H]5CC[C@@]43C)[C@@H]12	-8%[40.3 µM]	12%[20.6 µM]	x	6%[20.9 µM]	x	x	x	1%[25.5 µM]
NC(=O)c1ccc(-c2nc(-c3ccc4c(c3)OCO4)c(-c3ccccn3)[nH]2)cc1	8%&26%	3%	-15%&-18%	u	x	7%&6%	u	u
Cc1ccsc1/C=C/C1=NCCCN1C	35%	-3%&-20%	6%&-9%	1%&4%	-5%	7%&11%	-3%&-6%	u
C[C@@H]1C[C@H]2[C@@H]3C[C@H](F)C4=CC(=O)C(Cl)=C[C@]4(C)[C@@]3(F)[C@@H](O)C[C@]2(C)[C@@]1(O)C(=O)CO	x	x	-14%	x	x	-10%	-13%	6%
CCC(Cc1c(I)cc(I)c(N)c1I)C(=O)O (configuration not stated)	-41%	12%	-6%	11%	x	-1%	-5%	5%
CCCCOC(=O)c1ccc(N)cc1	-21%	28%	1%&-7%	4%	17%&1%	-9%&6%	-11%&-8%	3%
O=C1CCc2cc(OCCCCc3nnnn3C3CCCCC3)ccc2N1	-7%	-40%&-49%&-8%[inhibitor]	-12%&-10%&-5%&-18%&-10%&-13%	25µM*!	17%&2%	7%&-5%&-4%&3%&11%&2%	-10%&-10%&-8%&-12%&-2%&-15%	-7%&-2%&12%&13%&-2%&2%
CN1CCC(=C2c3ccccc3CC(=O)c3sccc32)CC1	u	-12%	-10%&-10%&-8%&2%&-10%&-2%	4%	3%&-3%	-6%&1%&-6%&6%&-1%&-3%	-8%&-8%&-8%&0%&-1%&-6%	-14%
CCc1cc(-c2n[nH]c(C)c2-c2ccc3c(c2)OCCO3)c(O)cc1O	-83%[inhibitor]	x	u	-15%	x	14%	10µM*[quencher]	x
CN(CCOc1ccc(NS(C)(=O)=O)cc1)CCc1ccc(NS(C)(=O)=O)cc1	-32%[inhibitor]	x	-9%	x	10%	4%	0%	12%
CCCN(CCC)C(=O)C(CCC(=O)O)NC(=O)c1ccccc1 (configuration not stated)	10%	-14%&13%&-4%	-13%&-1%&-7%	5%&-2%&0%	25%	9%&0%&-6%	-8%&0%&-12%	15%&-11%&10%
COc1c(O)cc2c(c1O)[C@@H]1O[C@@H](CO)[C@@H](O)[C@@H](O)[C@@H]1OC2=O	-4%[40.3 µM]	-7%[20.6 µM]	x	-6%[20.9 µM]	8%[20.6 µM]	x	x	1%[25.5 µM]
C[C@H](CCC(=O)O)[C@H]1CC[C@@H]2[C@@H]3[C@@H](O)C[C@H]4C[C@@H](O)CC[C@@]4(C)[C@H]3CC[C@@]21C	u	-3%[20.6 µM]	x	4%[20.9 µM]	7%[20.6 µM]	x	x	-3%[25.5 µM]
CN(C)CCC[C@@]1(c2ccc(F)cc2)OCc2cc(C#N)ccc21	-59%[inhibitor]	-5%	2%&0%	6%&9%	2%	0%&-11%	-1%&-5%	-2%&5%
COc1cc(C)nc(-n2nc(C)cc2OC)n1	u	-26%	-4%	6%	-3%	5%	-4%	2%
Oc1cc2c(cc1O)C1c3ccc(O)c(O)c3OCC1(O)C2 (configuration not stated)	-344%[inhibitor]	-106%[inhibitor]	4µM*	11µM*!	10%[9.22 µM]	25µM*	u	0.71µM*
CC(=O)O[C@@]12CO[C@@H]1C[C@H](O)[C@@]1(C)C(=O)[C@H](O)C3=C(C)[C@@H](OC(=O)[C@H](O)[C@@H](NC(=O)OC(C)(C)C)c4ccccc4)C[C@](O)([C@@H](OC(=O)c4ccccc4)[C@H]21)C3(C)C	x	x	-2%	x	x	-1%	1%	4%
O=C(c1ccccc1)c1ccc2n1CCC2C(=O)O (configuration not stated)	-58%	-9%&11%&30%	-5%&-7%&-12%	-2%&7%&1%	x	4%&9%&-4%	-5%&-8%&-14%	3%&0%&2%
CCOC(=O)Nc1ccc(NCc2ccc(F)cc2)nc1N	-20%	-9%	18µM*	u	0%	u	u	u
CC1(C)Oc2ccc(C#N)cc2[C@H](N2CCCC2=O)[C@H]1O	-4%&1%	x	5%&-16%	0%&-1%	2%	-3%&3%	-2%&-17%	0%&7%
CCOC(=O)Nc1ccc2c(c1)N(C(=O)CCN1CCOCC1)c1ccccc1S2	-28%[0.074 µM]	u	-17%&-10%	8%	4%	11%&-1%	-14%&-11%	-2%
CC(C)[C@@H]1C(=O)N(S(C)(=O)=O)[C@H]2CCN(C(=O)/C=C\CN3CCCCC3)[C@@H]12	28%	x	5%	6%	x	7%	2%	6%
O=C1c2ccccc2C(=O)c2c(O)c(O)cc(O)c21	-5%[1.9 µM]	-3%	5µM*	u	x	u	14µM*[quencher]	22µM*
COc1cc(NC(=O)c2cc(C3CC3)on2)c(OC)cc1Cl	-5%	6%	-31%	u	7%	-3%	-25%	-2%

The list is partial. The share of hits here may be higher or lower than overall.
